High-throughput results from PubChem.
PKA-R1A activ: activates the PKA-R1A holoenzyme complex | P00514+P68181 | activation, % at 11.4 µM | 0.083% of 340,000 active | PKA-R1A dissociation, Cy5-IP20 fluorescence polarization; scaled: DMSO 0%, 113 µM cGMP 100%;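 active = percent activation above the mean of all tested compounds plus 3 SD, cut at about 19% in these data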;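 also: higher means more PKAc released from R1A so a rise in polarization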
AddAB inh: less growth of phage-infected E. coli with AddAB | E. coli expressing H. pylori AddAB, absorbance growth | inhibition, % at 11.9 µM | 0.29% of 330,000 active | AID 435030; in the data active = inhibition above about 12%;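 also: 0% = vehicle wells of infected cells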
PKA-R2B act: activators of human PKA-R2B complex. PKA-R2B holoenzyme dissociation, Cy5-IP20 fluorescence polarization; R2B truncated from residue 108, S112A mutant; 0% DMSO only, 100% 113 µM cGMP. activation, % at 11.4 µM. P22694+P31323. 0.079% of 340,000 active;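 active = activation above a cutoff set at the mean over all compounds plus 3 SD, cut at about 18% in these data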;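 also: higher means more holoenzyme dissociation and a rise in polarization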
Target sequence (P31323 whole entry, looked up, other chains not shown, the tested form may be a part): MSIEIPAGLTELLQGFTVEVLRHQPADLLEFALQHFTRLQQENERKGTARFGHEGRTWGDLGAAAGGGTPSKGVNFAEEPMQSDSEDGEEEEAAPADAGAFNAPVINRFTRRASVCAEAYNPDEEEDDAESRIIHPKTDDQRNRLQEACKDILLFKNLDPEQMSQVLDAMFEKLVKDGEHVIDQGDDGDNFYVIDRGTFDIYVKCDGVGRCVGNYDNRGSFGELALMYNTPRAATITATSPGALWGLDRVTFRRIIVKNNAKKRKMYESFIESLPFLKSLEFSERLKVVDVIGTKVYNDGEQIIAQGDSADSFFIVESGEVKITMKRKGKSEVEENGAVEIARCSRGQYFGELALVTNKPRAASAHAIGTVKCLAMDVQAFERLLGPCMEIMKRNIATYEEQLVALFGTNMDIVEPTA
HTR5A inv ag: inverse agonist of human HTR5A in OPRM1-OPRD1 counter-screen; inhibition, % at 9.3 µM; AID 504634; P47898; 0.083% of 340,000 active; HTR5A cell line, luminescence, inverse agonism; in the data active = inhibition mostly above about 23%, no sharp cut-off; inactive = mostly below about 18%;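 also: 0% = cells with DMSO and 100% = no-cell wells with DMSO; some compounds called inactive have numbers as strong as hits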
Target sequence (P47898 whole entry, looked up): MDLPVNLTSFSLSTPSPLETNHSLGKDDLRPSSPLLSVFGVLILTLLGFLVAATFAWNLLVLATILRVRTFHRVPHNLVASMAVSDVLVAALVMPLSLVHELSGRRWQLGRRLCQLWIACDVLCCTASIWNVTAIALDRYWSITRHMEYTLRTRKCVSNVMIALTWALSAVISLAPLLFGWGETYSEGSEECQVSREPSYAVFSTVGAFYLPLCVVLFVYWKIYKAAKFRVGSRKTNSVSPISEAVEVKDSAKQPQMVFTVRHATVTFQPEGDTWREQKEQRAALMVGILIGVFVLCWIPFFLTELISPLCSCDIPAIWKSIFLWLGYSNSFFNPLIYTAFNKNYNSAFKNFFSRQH
Ecoli viability: bacterial growth inhibition, counter-screen for AddAB inhibitors; E. coli V3065 growth, OD600 absorbance, 18 h; inhibition, % at 11.9 µM; 0.27% of 330,000 active; AID 449728;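 active = inhibition above the campaign's mean inhibition across all tested compounds plus 3 SD, cut at about 9.9% in these data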;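 also: uninfected addAB+ strain grown without phage in ampicillin broth; 0% = DMSO wells and 100% = ciprofloxacin 0.95 µg/ml wells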
OPRM1-OPRD1 inv: mu-delta opioid heterodimer inverse agonism; cell-based MOR-DOR heterodimer luminescence; inhibition, % at 9.3 µM; 0.21% of 340,000 active; in the data active = inhibition above about 22%, passing the limit was not always enough;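 also: 0% = cells with DMSO and 100% = wells without cells with DMSO; values of inactives mirror those of a sister screen read the other way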
Tat transport: inhibitors of E. coli Tat protein transport; E. coli MC4100 TorA-mCherry Tat export, fluorescence; inhibition, % at 10 µM; 0.036% of 340,000 active; AID 488895;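 active = mean replicate inhibition at least 50% and at least half of replicates individually reaching 50%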;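 also: exported cargo escapes ClpAP degradation while cytoplasmic cargo is degraded and loses fluorescence; 0% = median of neutral control wells and 100% = median of NaSCN control wells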
PfHsp90 yeast 2: growth inhibition of yeast expressing Plasmodium Hsp90. inhibition, % at 9.4 µM. S. cerevisiae expressing PfHsp90, BacTiter-Glo ATP, 48 h; yeast lacking PDR1 and PDR3 efflux regulators. AID 504621. 0.32% of 310,000 active;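 active = every replicate shows inhibition above about 80%, whatever the replicate mean, limit read from the data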;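 also: 0% = DMSO neutral controls and 100% = 20 µM radicicol positive controls; yeast relying on Plasmodium falciparum Hsp90 in place of its own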
phage Ecoli inh: E. coli growth loss with phage present; inhibition, % at 11.9 µM; AID 651602; growth absorbance; 0.26% of 360,000 active; in the data active = inhibition above about 11%
SUMO Mot1 rescue: SUMOylation pathway inhibition by Mot1-301 growth rescue; S. cerevisiae Mot1-301 growth rescue, ATP luminescence, 38.5C; percent above DMSO median, 100 means doubled; growth rescue, % at 18.8 µM; 1% of 320,000 active; AID 2716;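 active = every valid replicate shows activation above 250% relative to neutral control wells; inactive = the rest, any valid replicate at or below 250%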;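 also: OY570 slx delta 5 strain wells were the positive control but not used for scaling; some compounds called inactive have numbers as strong as hits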
OPRM1-OPRD1 ag: OPRM1-OPRD1 heterodimerization agonism | activation, % at 9.3 µM | 0.3% of 340,000 active | cells, luminescence | P35372+P41143; in the data active = activation above about 18%;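 also: 0% = vehicle-treated cells and 100% = reference agonist; values of inactives mirror those of a sister screen read the other way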
The depositor's hits bear a star; . = not tested or not shown.

molecule	phage Ecoli inh	OPRM1-OPRD1 inv	PKA-R2B act	OPRM1-OPRD1 ag	AddAB inh	SUMO Mot1 rescue	PKA-R1A activ	PfHsp90 yeast 2	Ecoli viability	Tat transport	HTR5A inv ag
O=C(Nc1ccc(F)c(S(=O)(=O)N2CCOCC2)c1)C1CCCCC1	4.8	14	1	-3.5	1.5	-10	-9	-19	1.2	-3	7
COC(=O)c1cccc(S(=O)(=O)N2CCCC2)c1	4.4	1	-2	-0.3	3.3	18	1	19	-0.6	3	-10
COCCN(Cc1nc(-c2ccc(C(F)(F)F)cc2)no1)C(C)C	4.8	9	3	-2.0	4.2	-9	-4	-17	2.4	-6	4
Cc1ccc(N2C(=O)CSC2c2cccs2)cc1 (centres undefined)	0.7	5	5	-0.8	-0.8	11	0	-20	0.2	-6	19
O=C(COc1ccc(Cl)cc1)Nc1nc(-c2ccncc2)cs1	-1.1	-17	-4	3.2	0.2	-12	-11	-24	-0.1	-8	-14
COc1cc(OC)c(NC(=O)c2sc3ncn(CC(=O)N4CCOCC4)c(=O)c3c2C)cc1Cl	-1.3	6	-2	-1.2	3.2	-4	-6	1	-1.1	-1	8
Cc1ccc(C(=O)Nc2cc(C)nn2CCC#N)cc1	-0.6	24	-4	-4.4	3.9	-2	-1	18	0.1	-10	-18
Cc1n[nH]c(C)c1Sc1ccccc1[N+](=O)[O-]	1.2	9	-5	-1.8	0.3	-10	-8	.	-2.0	-6	10
COCCOc1ccc(C(F)(F)F)cc1NC(=O)c1ccc(C(F)(F)F)cc1	2.2	-1	-3	0.2	1.1	63	-3	-4	-0.2	-1	18
CCc1cccc(CC)c1NC(=O)/C(C#N)=C/c1ccccc1C(F)(F)F	3.2	-29	-9	6.4	-0.2	-14	-4	75	-1.7	-5	-1
CN(C)c1nc(N)nc(CSc2nnnn2-c2ccc(C(=O)O)cc2)n1	3.5	-1	-9	0.2	0.0	23	-6	.	2.6	0	-20
CSc1ccccc1NC(=O)CN(C)C(=O)C(C)SCc1nc2sc(C)c(C)c2c(=O)[nH]1 (centres undefined)	2.7	7	-4	-1.7	.	.	10	-3	.	5	14
CCC(C(=O)N1CCN(c2ncccn2)CC1)c1ccccc1 (centres undefined)	2.9	7	2	-1.4	0.6	1	0	9	-0.3	-2	2
Cc1occc1C(=O)Nc1cccc([N+](=O)[O-])c1	1.5	-21	-19	4.0	2.4	28	-8	-3	-1.7	6	-10
O=C(CSc1ccccn1)Nc1nncs1	2.1	3	3	-0.6	2.8	-15	7	-14	2.9	-2	-6
Fc1ccc(-c2nc3n(n2)Cc2ccccc2-3)cc1	3.8	5	4	-1.1	5.9	-23	-7	51	0.8	-8	27
COc1ccccc1CNC(=O)[C@@H]1CCCN1C(=O)[C@@H]1Cc2ccccc2CN1C(=O)OC(C)(C)C	-2.1	-1	1	0.3	0.9	-2	-1	6	-0.9	0	-16
CCC(NC(=O)Nc1ncccc1C)(C(F)(F)F)C(F)(F)F	-2.1	14	-8	-2.4	0.5	121	-3	-1	0.4	-4	-8
Cc1cc(C(=O)COc2ccc([N+](=O)[O-])cc2)c(C)n1C1CC1	2.4	11	10	-2.1	-3.1	-4	-7	-17	-3.7	7	3
Cc1nc2ccccc2nc1OCC(=O)N1CCN(c2ccccc2)CC1	1.9	4	-5	-0.8	-0.3	-28	-9	-3	-3.0	-4	25
CCOC(=O)C1C(C(=O)OCC)C1(c1ccccc1)c1ccccc1 (centres undefined)	4.2	-38	-1	7.1	2.7	-16	10	16	1.6	5	18
Cc1ccc(C(=O)Nc2ccccc2C(=O)N2CCOCC2)cc1[N+](=O)[O-]	3.2	7	20*	-1.4	2.9	-3	5	34	-0.5	-5	14
Cc1ccccc1[C@@]1(C)ON(c2ccccc2C(F)(F)F)C1=O	1.3	-43	-15	7.4	0.3	-5	-14	1	1.7	0	-19
O=C(COc1ccc(Cl)cc1Cl)NNC(=O)c1cccnc1	1.8	6	-7	-1.0	1.8	5	-8	-4	0.8	-12	1
C[C@@H]1NC(=O)[C@H](CCC(=O)O)NC(=O)c2cc([N+](=O)[O-])cc(F)c2NCCC[C@@H](C(N)=O)NC1=O	2.2	6	-5	-1.0	-0.3	190	-8	4	-2.3	-12	-45
CC(C)C(=O)Nc1nc2c(ncn2C2CC(O)C(CO)O2)c(=O)[nH]1 (centres undefined)	-0.6	14	-2	-2.5	2.7	-6	-15	9	1.5	2	11
O=C(Nc1ccccc1)N1CCN(c2nc(-c3ccccc3)ns2)CC1	3.0	-1	2	0.2	1.6	-5	-10	5	-1.1	2	10
CCc1nc2ccccc2n(CCOCCOCCn2c(=O)c(CC)nc3ccccc32)c1=O	3.1	4	-6	-0.9	2.4	0	5	-15	-1.8	1	-1
O=C(Cc1c[nH]c2ccccc12)N/N=C/c1ccccc1O	3.1	9	-4	-1.9	3.9	2	9	-50	2.0	-14	-22
CCC(CC)C(=O)Oc1c(C(=O)N(C)C)cccc1-c1ccccc1	2.9	12	-10	-2.3	.	.	1	-5	.	-8	-15
Cn1c(=O)oc2cc(S(=O)(=O)N3CCC(N4CCCCC4)CC3)ccc21	.	13	-5	-2.2	-2.2	513	-13	-4	-0.2	16	-14
C/C(=N\NC(=S)Nc1cccc(C)c1)c1cccc(N)c1	2.3	4	4	-0.8	-0.3	8	-7	-28	-0.5	4	3
NC(=S)N/N=C/c1coc2ccc(Cl)cc2c1=O	3.0	8	2	-1.4	3.8	324*	3	-179	-0.4	12	9
COc1ccccc1N=Nc1nc(-c2ccccc2)c(-c2ccccc2)[nH]1	4.3	19	9	-3.1	2.6	22	-10	5	0.8	2	26
CN(c1ccccc1)S(=O)(=O)c1ccc(C(=O)NCC2CCCO2)cc1 (centres undefined)	0.0	6	-3	-1.1	0.0	451*	2	15	3.5	1	-20
O=C(CCCNS(=O)(=O)c1cccs1)N1CCN(c2ccc(F)cc2)CC1	0.3	12	-4	-2.0	-3.5	-13	1	.	-1.8	-8	1
N#Cc1ccccc1S(=O)(=O)N1CCN(c2cnccn2)CC1	2.3	16	-7	-3.0	-1.2	-10	-7	-1	-0.1	-3	4
CC(C)c1ccc(/C=C2\C(=O)N(CCN3CCOCC3)C(=S)N2C)cc1	2.0	.	.	.	-0.7	1	.	7	-1.1	8	.
COC(=O)[C@@]1(Cc2ccccc2)[C@H]2C(=O)N(Cc3ccccc3)C(=O)[C@H]2[C@H]2CN=C(SC)N21	1.3	23	-7	-4.6	-0.7	.	8	-10	-0.2	-2	-4
O=C(NNC(=O)c1cccnc1)Nc1cccc(Cl)c1Cl	2.0	12	-9	-2.4	-0.8	-5	-10	-6	-4.4	2	-26
O=C1CCN(Cc2ccccc2)C=C1c1ccc(C(F)(F)F)cc1	3.9	-11	-6	2.4	4.5	7	-2	-19	0.0	7	4
O=C(CN1CCCC1)OCCCc1ccccc1	2.6	17	0	-2.6	-1.1	100	-6	-10	1.1	0	0
Clc1ccccc1-c1nc(N/N=C/c2cccnc2)c2ccccc2n1	0.3	-26	6	5.1	3.6	-7	-1	-12	-0.7	-10	13
COc1ccc(N2CCN(C(=O)CCCCCn3c(=O)[nH]c4ccsc4c3=O)CC2)cc1	-0.6	11	-9	-2.1	3.2	-12	-2	-6	0.9	0	-13
c1ccc(OCc2nn3c(-c4n[nH]c5c4CCC5)nnc3s2)cc1	5.4	16	-5	-3.7	1.3	7	-9	-16	1.4	-14	-10
CC(=O)c1ccc(N(C(=O)c2csnn2)C(C(=O)NC(C)(C)C)c2cccs2)cc1 (centres undefined)	2.7	2	-2	-0.3	-1.2	2	-7	-23	1.7	8	18
CCN(CC)C(=O)CN(c1ccc(Cl)cc1)S(=O)(=O)c1ccccc1	1.0	9	-2	-1.7	0.0	233	-3	-1	1.4	10	3
CCOc1ccc(OCC)c(NC(=O)c2ccc(CNc3c(N4CCCC4)c(=O)c3=O)cc2)c1	-0.9	11	6	-2.1	0.7	-26	-5	4	1.9	-2	-12
O=C(O)c1cc(N2CCOCC2)nc2ccccc12	-1.0	22	-1	-4.8	2.9	260	1	-4	-1.6	6	2
COc1cc(C(=O)OCC2CC(c3ccccc3)=NO2)cc(OC)c1OC (centres undefined)	1.7	3	2	-0.7	1.5	-25	-7	-8	0.6	-2	-1
COc1ccc(-n2c(C)c([N+](=O)[O-])c3ccc(O)c(CN4CCCCC4)c32)cc1	2.2	4	-11	-0.8	1.9	-1	-12	-3	2.1	-4	-17
Cc1cc(C)c2nc(C(F)(F)F)nc(NCCCN3CCOCC3)c2c1	1.4	-9	2	1.8	0.5	62	-10	14	1.6	-4	5
COC(=O)[C@@H](NCc1cccc(CN([C@H](C(=O)OC)C(C)C)S(C)(=O)=O)c1)C(C)C	3.2	3	0	-0.6	0.9	-2	0	-6	1.6	2	-14
O=C(/C=C/c1ccco1)Oc1ccc(C(=S)N2CCOCC2)cc1	5.2	5	5	-0.9	2.6	8	3	13	2.2	-11	-5
